# Bioassay records deposited in PubChem BioAssay by National Center for Advancing Translational Sciences (NCATS).
# HCV inhibitor = inhibitors of hepatitis C virus infection | Potency, µM (series often up to 41.8 µM), without a hit: at the top dose activity change, negative = inhibition, hits mostly inhibitors | Huh7.5.1 HCVcc-Cre infection, luciferase reporter, 44 h | hit rate 3.4% among 340,000; also: potency is read from the fitted curve at half-maximal effect
#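 Compounds are dispensed onto cells plated 4 h earlier at 1,000 per well, with HCVcc-Cre virus (about 0.5 moi) added next. Following 44 h of culture, luminescent signal is measured for 15 sec after 15 min with substrate at room temperature.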
# Tb PYK inh = inhibitors of Trypanosoma brucei pyruvate kinase; TbPYK enzyme, Kinase-Glo Plus ATP luminescence, 45 min; Potency, µM (top dose mostly 76.8 µM), for inactives: top-dose activity, negative = inhibition, actives largely listed as inhibitors; hit rate 0.12% among 410,000; also: potency is read from the fitted curve at half-maximal effect; nearly all actives have a fitted effect of over 50% in size
#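 T. brucei PYK with substrate was exposed to pin-transferred compounds across a concentration series, then started with 130 uM ADP (final). After 45 min at room temperature, Kinase-Glo Plus luminescence was read, normalized and curve-fitted.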
# AmpC no deterg = blocks E. coli AmpC beta-lactamase in detergent-free assay; P00811; AmpC nitrocefin hydrolysis, absorbance 480 nm, 0.0001% Triton; Potency, µM (highest dose often 57.1 µM), for inactives: top-dose activity change, negative = inhibition, most hits filed as inhibitors; hit rate 0.52% among 330,000; AID 485341;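 also: potency is read from the fitted curve at half-maximal effect; plate controls were no compound for no effect and no enzyme for full effect; nearly all actives have a fitted effect of over 20% in size; some results filed as inactive show a strong effect at the top dose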
# Target sequence (P00811 whole entry, looked up): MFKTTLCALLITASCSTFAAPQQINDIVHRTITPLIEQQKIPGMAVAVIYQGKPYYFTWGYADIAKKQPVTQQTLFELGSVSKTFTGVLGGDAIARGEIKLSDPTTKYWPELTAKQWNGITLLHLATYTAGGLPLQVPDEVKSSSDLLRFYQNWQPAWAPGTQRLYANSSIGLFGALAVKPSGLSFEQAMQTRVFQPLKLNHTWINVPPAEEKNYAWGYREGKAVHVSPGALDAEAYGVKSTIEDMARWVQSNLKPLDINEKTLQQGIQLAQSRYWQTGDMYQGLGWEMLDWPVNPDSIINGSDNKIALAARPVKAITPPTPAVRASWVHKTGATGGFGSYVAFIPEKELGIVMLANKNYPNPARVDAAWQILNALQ
#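 20 mM phosphate pH 7.0 + 0.01% (detergent screen) or 0.0001% Triton X-100; 5.3 nM AmpC reagent; cpd preinc 15 min RT; nitrocefin (800 uM stock) to start; A480 q20 s × 4 min; Activity was normalised to no-enzyme and no-compound control wells.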
# AMA1 RON2 block = inhibitors of Plasmodium falciparum AMA1-RON2 interaction | Potency, µM (doses to about 58.2 µM), for the others: at the highest dose activity change, negative = inhibition, hits mostly inhibitors | AlphaScreen AMA1-biotinylated RON2 peptide binding | hit rate 0.2% among 360,000;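 also: potency is read from the fitted curve at half-maximal effect; 0% = vehicle wells and -100% = peptide control; nearly all actives have a fitted effect of over 45% in size; some results filed as inactive show a strong effect at the top dose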
#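 AMA1 (3D7) with his tag at 25 nM final met compounds first, then biotinylated RON2 peptide at 25 nM; detection used donor plus acceptor beads, 10 µg/mL apiece, read by AlphaScreen after 30 min at room temperature.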
# AmpC detergent = blocks E. coli AmpC beta-lactamase in detergent assay; hit rate 0.041% among 370,000; Potency, µM (highest dose often 114 µM), inactives show at the highest dose activity change, negative = inhibition, usual class: inhibitors; P00811; AID 485294; AmpC hydrolysis of nitrocefin, absorbance 480 nm, 0.01% Triton;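 also: potency is read from the fitted curve at half-maximal effect; 0% = no-compound wells and -100% = no-enzyme wells; nearly all actives have a fitted effect of over 25% in size; some results filed as inactive show a strong effect at the top dose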
#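 AmpC (5.3 nM in the dispensed reagent) in 20 mM phosphate pH 7.0 with 0.01% (detergent screen) or 0.0001% Triton X-100 was preincubated with compounds for 15 min at room temperature. Nitrocefin was then added from an 800 uM solution, and hydrolysis was followed at 480 nm.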
# LmPK inhibitor = inhibitors of Leishmania mexicana pyruvate kinase; purified LmPK, Kinase-Glo ATP luminescence, 1 h; Q27686; AID 1721; Potency, µM (titrated, usually from 57.5 µM), for inactives: top-dose activity change, negative = inhibition, most hits filed as inhibitors; hit rate 0.37% among 290,000; also: potency is read from the fitted curve at half-maximal effect
# Target sequence (Q27686 whole entry, looked up): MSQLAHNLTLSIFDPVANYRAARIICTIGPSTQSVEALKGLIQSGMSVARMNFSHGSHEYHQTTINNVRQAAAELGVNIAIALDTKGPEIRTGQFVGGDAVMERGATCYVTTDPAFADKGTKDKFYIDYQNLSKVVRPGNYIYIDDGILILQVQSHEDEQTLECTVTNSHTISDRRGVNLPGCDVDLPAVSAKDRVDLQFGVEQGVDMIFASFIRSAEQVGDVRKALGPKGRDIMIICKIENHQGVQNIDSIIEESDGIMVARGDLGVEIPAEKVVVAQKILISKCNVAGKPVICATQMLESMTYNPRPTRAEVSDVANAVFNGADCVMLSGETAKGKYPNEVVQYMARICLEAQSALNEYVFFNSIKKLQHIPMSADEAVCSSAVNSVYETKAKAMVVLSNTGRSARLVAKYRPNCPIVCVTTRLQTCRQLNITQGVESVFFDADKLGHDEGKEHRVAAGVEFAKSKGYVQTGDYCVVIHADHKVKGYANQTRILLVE
#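 Screened at intermediate enzyme activity to detect both inhibitors and activators: LmPK at 0.1 nM, with a 0.5 nM enzyme column as activation reference. PEP 0.5 mM, ADP 0.1 mM; ATP detected by luminescence after 1 h.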
# HCMV inh = inhibitors of human cytomegalovirus; HFF cells, HCMV-luciferase reporter, 72 h; active compounds read low; activity change, negative = inhibition, % at 57.5 µM; hit rate 4.5% among 410,000; AID 1259415; in the data active = activity change below about -60%; inconclusive = no clear call, values can overlap the other calls; inactive = above about -39%
#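 Steps: HFFs plated, 16 h 37C; compounds added; HCMV-luciferase added to MOI 1 PFU/cell; 72 h 37C; OneGlo reagent, 5 min room temperature; luminescence read, normalized to controls.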
# An asterisk follows results filed as active; u = inconclusive; x = no result given; & = joins results of further samples; [ ] = dose if it differs, or a comment. Unless noted, calls follow the shape of the dose curve; as a rule, active = well fitted curve in the direction sought with a large enough effect; inconclusive = small, poorly fitted or top-dose-only effect, or another doubt; inactive = no such curve, though single readings can be large; an effect the other way counts as inactive or inconclusive. Unless noted, % is scaled to controls: 0 for no effect and ±100 for the full control effect.
SMILES | HCV inhibitor | Tb PYK inh | AmpC no deterg | AMA1 RON2 block | AmpC detergent | LmPK inhibitor | HCMV inh
CC(Sc1nnc(-c2ccccc2F)n1N)C(=O)NCC1CCCO1 (stereo not drawn) | u | -2% | -12% | 0% | 0% | x | 2
CN1C(=O)N(C)C(=O)C2(Cc3cc([N+](=O)[O-])ccc3N(C)C2c2ccccc2)C1=O (stereo not drawn) | -2% | -12% | -17% | -2% | -12% | -1% | 36
Cc1cc(=O)oc2cc(OCC(=O)N/N=C/c3cc([N+](=O)[O-])ccc3O)ccc12 | 4% | 5% | -14% | u | u | 0% | -11
Cc1ccc(C2=NC3(CCCCC3)N=C2SCC(=O)Nc2ccc3c(c2)OCCO3)cc1 | u | -1% | 1% | -10% | u | 2% | -4
O=C1CCCC2=C1C(c1ccc(O)cc1)c1c(ccc3ccccc13)N2 (stereo not drawn) | -1% | -3% | -35% | -10% | -13% | 1% | -5
Cc1ccc(S(=O)(=O)Nc2ccc3c(c2)c(C(=O)OC(C)C)c(C)n3S(=O)(=O)c2ccc(C)cc2)cc1 | x | -3% | x | x | 9% | x | 10
CSc1ncccc1C(=O)Nc1cccc(S(=O)(=O)N2CCOCC2)c1 | 2% | -6% | -20% | 4% | x | x | 6
COc1ccccc1Nc1nn2c(=O)c3ccc(C(=O)NCc4ccc(F)cc4)cc3nc2s1 | x | 2% | x | x | -6% | x | -90*
CCC(C)NC(=O)C(Cc1ccccc1)n1cccc1 (stereo not drawn) | -8% | -2% | 0.5µM* | -12% | u | 6% | 13
C=CCn1cnc2scc(-c3ccc(C)cc3)c2c1=O | u | -4% | -7% | 27% | u | 6% | -21
Cc1ccc2nsnc2c1NC(=O)COc1ccccc1 | 6% | -14% | -1% | 5% | -1% | -1% | 27
Cc1cc(OC(C)C(=O)NCc2ccccn2)c2c(C)cc(=O)oc2c1 (stereo not drawn) | -28% | 10% | -3% | 53%[activator] | -2% | -2% | -5
CC1(C(=O)Nc2ccc3c(c2)OCO3)Cc2c(-c3cccc(C(F)(F)F)c3)ccnc2O1 (stereo not drawn) | x | 7% | x | -22% | x | x | -12
O=C(NC(=S)Nc1ccc(-c2ccccc2)cc1)c1ccccc1 | -6% | 0% | x | 28% | x | x | 32
CCCC(=O)Nc1ccc(NC(=S)NC(=O)c2ccccc2[N+](=O)[O-])cc1 | u | -7% | -25% | 39%[activator] | -12% | 1% | -5

# Part of the list above, showing only AmpC detergent and Tb PYK inh.
smiles | AmpC detergent | Tb PYK inh
CCC(C)NC(=O)C(Cc1ccccc1)n1cccc1 (stereo not drawn) | u | -2%
Cc1cc(=O)oc2cc(OCC(=O)N/N=C/c3cc([N+](=O)[O-])ccc3O)ccc12 | u | 5%
CC1(C(=O)Nc2ccc3c(c2)OCO3)Cc2c(-c3cccc(C(F)(F)F)c3)ccnc2O1 (stereo not drawn) | x | 7%

# The results go on.
SMILES | HCV inhibitor | Tb PYK inh | AmpC no deterg | AMA1 RON2 block | AmpC detergent | LmPK inhibitor | HCMV inh
CCCCCn1c(=O)[nH]c2cc(C(=O)Nc3cc(OC)cc(OC)c3)ccc2c1=O | x | -1% | x | x | 9% | x | -4
COC(=O)c1ccc(CN2CCCC(C(=O)Nc3cccc(-n4cnnn4)c3)C2)cc1 (stereo not drawn) | x | 0% | 38% | 12% | -2% | -6% | -2
CCOP(=O)(OCC)c1nc(-c2ccc(OC)cc2)oc1N1CCOCC1 | -7% | -4% | 49% | -3% | 6% | 0% | -4
Cc1cc(C)c(C)c(S(=O)(=O)N2CCC(C(=O)N3CCN(c4ccc(F)cc4)CC3)CC2)c1C | u | -6% | x | u | x | x | -27
Cc1ccc(NC(=O)C(=O)NCC(c2cccnc2)N2CCc3ccccc32)cc1Cl (stereo not drawn) | x | 2% | x | x | -2% | x | 15
CCN(CC)C(=O)C(C)N1c2cccc3cccc(c23)S1(=O)=O (stereo not drawn) | x | -6% | x | -5% | x | x | -6
Cc1cccc(C(=O)N2CCN(Cc3ccc4c(c3)OCO4)CC2)c1 | 1% | 9% | 25% | 8% | u | 4% | -25
C=CCOc1ccccc1CNCc1cccnc1 | 13% | -10% | -18% | -13% | 1% | 0% | 2
Cc1ccc(C)c(S(=O)(=O)NCCOC(=O)Nc2sc(=S)n(C)c2C)c1 | u | 0% | -14% | 13% | 1% | -3% | -11
CN(c1ccccc1)S(=O)(=O)c1cccc(C(=O)N2CCN(c3ccccn3)CC2)c1 | -17% | 2% | 61%[activator] | -14% | u | -2% | -15
CCC(=O)Nc1ccc2c(c1)C(=O)N(C)C2=O | 16% | -8% | -24% | 4% | -8% | 0% | 0
O=C(COc1ccccc1Cl)Nc1ccc(OCc2cc(=O)n3ccsc3n2)cc1 | x | 0% | x | x | 3% | x | 6
C[C@]12CC[C@H](O)C[C@@H]1CC[C@H]1[C@H]3CCC(=O)[C@@]3(C)CC[C@@H]12 | x | 3% | x | -1% | x | x | -26
CNC(=O)C1CCN(C(=O)N2CC(C)Oc3ccc(C)cc32)CC1 (stereo not drawn) | x | 3% | x | x | 22% | x | 10
Cn1ccnc1SCC(=O)Nc1nc2c(F)c(F)c(F)cc2s1 | 6% | -6% | -19% | -4% | 2% | 3% | -3
COc1cc(Br)c(/C=C(\C#N)c2nc3ccccc3[nH]2)cc1OC | x | 5% | x | x | 17% | x | u
NS(=O)(=O)c1ccc(NC(=S)NC(=O)C2CCCCC2)cc1 | 16% | -13% | -18% | 7% | -4% | 0% | 50
C=CC(=O)N=c1sc2ccccc2n1-c1ccccc1 | 11µM* | -2% | -12% | 22% | 5% | -12% | 47
CCCN1CCC(N2CCCC(C(=O)O)C2)CC1 (stereo not drawn) | 4% | 7% | -22% | 18% | u | -2% | -60*
Cc1cccc(NC(=O)C2CCCN2S(=O)(=O)c2ccc3c(c2)n(C)c(=O)c(=O)n3C)c1 (stereo not drawn) | 2%[8.37 µM] | 1%&0% | -30% | 17% | u | 1% | 6&-33
Cc1oc(-c2ccc(C(=O)NC(C)c3ccccc3)cc2)nc1CS(=O)(=O)c1ccccc1 (stereo not drawn) | x | -35% | x | x | 17% | x | 2
COc1ccc(CCNC(=O)CN2C(=O)NC3(CCCCC3)C2=O)cc1 | 5% | 1% | -4% | -12% | x | x | -34
CN(C)CCNC(=O)c1cc(Br)ccc1Cl | 6% | 1% | -16% | -4% | 1% | 3% | 6
Cc1nn2c(-c3ccncc3)ccnc2c1Br | 7% | 3% | -7% | 8% | u | -10% | 11
CC(=O)c1ccc(N2CCN(CCC#N)CC2)c(F)c1 | 8% | -1% | -5% | -20% | u | -1% | -5
O=C(COc1cccc2c1CCNC2=O)NC1CCCCC1 | -7% | -1% | -15% | 8% | -18% | x | 13
Cc1ccc(C(=O)OCC(=O)NN2C(=O)NC3(CCC(C)CC3)C2=O)cc1 (stereo not drawn) | 14% | -1% | -18% | 8% | -18% | x | 11
O=C(Cc1cccs1)NNC(=S)NC(=O)c1ccccc1 | -10% | -31% | -29% | 64%[activator] | -10% | 2% | -16
CCOc1ccc(S(=O)(=O)Nc2cccc(C(=O)N3CCN(c4ccccc4O)CC3)c2)cc1 | 7% | 2% | -15% | 0%[11.6 µM] | 0% | x | -25
CCOC(=O)c1[nH]c(C)c(CCC(=O)Nc2cccc(C(F)(F)F)c2)c1C | x | 1% | x | x | 22% | x | -24
O=C(NCCN1CCC(Cc2ccccc2)CC1)C1CCCN(S(=O)(=O)c2cnc[nH]2)C1 (stereo not drawn) | -8% | 0% | 7% | -2% | u | 10% | 1
C=CCNC(=O)/C(=C\c1ccc2c(c1)OCO2)NC(=O)c1ccc(Br)cc1 | 24% | 0% | -24% | 0% | u | 2% | -8
CC(C)CCOc1ncnc2c1sc1nc3c(cc12)CSC(C)(C)C3 | u | -12% | -5% | -3% | 2% | 0% | 7
COc1ccccc1NC(=O)N(Cc1ccco1)Cc1cc2c(C)ccc(C)c2[nH]c1=O | u | 1% | 9% | 17% | -2% | 1% | 36
CCc1ccc(/C=C2/SC(=S)N(CCC(=O)Nc3ccc(C(=O)O)cc3)C2=O)cc1 | x | x | 2% | x | -2% | 6% | 0
CC1CCN(C(=O)Nc2ccc3nsnc3c2)CC1 | -29% | 3% | -23% | 6% | -5% | -4% | 41
Cc1ccc(C(=O)Nc2ccc(S(=O)(=O)N3CCN(C)CC3)cc2)cc1 | 11% | 3% | -7% | 0% | -13% | -5% | 33
Cc1ccc(C)c(NC(=O)CSc2nc3ccccc3nc2N2CCOCC2)c1 | 11% | -2%&-5% | -4% | -1% | -15%&28% | 4% | 15&10
COCCN(CC(=O)NCc1ccc(F)cc1)C(=O)CCC(=O)Nc1nccs1 | 0% | -5% | -24% | 12% | -4% | 1% | 26
CCOC(=O)c1cc2c(ccc3nc(C)c(C)c32)[nH]c1C | 3.2µM* | -8% | 12% | 13% | 3% | 1% | -17
CCOc1ccc(N=C2NC(=O)S/C2=C\c2ccc(O)cc2)cc1 | u | -18% | -27% | 0% | u | 2% | -1
CC1CN(C)C(C)CC1OC(=O)C(c1ccccc1)c1ccccc1 (stereo not drawn) | u | 0% | x | -2% | x | x | -6
CCCCCC1CCC(C(=O)NNC(=S)NCC)CC1 (stereo not drawn) | u | 0% | -38% | 57%[activator] | u | 1% | -17
Cn1c(=O)[nH]c2c(cnn2C)c1=O | 1% | 1% | x | 3% | x | x | -98*
O=C1CC(N2CCN(C3CCc4ccccc4C3)CC2)C(=O)N1c1ccccc1 (stereo not drawn) | 14% | 1% | x | 0% | x | x | -3
CC(=O)Nc1cccc(-n2nnc(SCC(=O)Nc3ccccc3)n2)c1 | -3% | 1% | -23% | -3% | -5% | -6% | -15
CCN1CCN(C(=S)c2ccc(Br)cc2)CC1 | x | u | 1% | -9% | -10% | -1% | 47
Cn1cc([N+](=O)[O-])c(C(=O)NC2CCCC2)n1 | -1% | -3% | 0% | -6% | 0% | -4% | 3
O=P1(NCCCn2cc[n+](Cc3nc4ccccc4[nH]3)c2)C=C(c2ccccc2)OC(c2ccccc2)=C1 | -11% | 3% | 157%[activator] | 3% | 2% | -4% | -24
O=C1C(Oc2ccc(Cl)cc2)C(c2ccc3c(c2)OCO3)N1CC1CCCO1 (stereo not drawn) | u | 3% | 127%[activator] | -6% | 6% | 8% | 29
COc1cccc(OC)c1C(=O)N1CCNCC1 | -3% | 6% | -11% | 0% | u | 5% | 19
Nc1nc(-c2ccco2)nc(N2CCCCC2)n1 | 4% | -2% | 3% | 14% | -12% | 1% | -37

# No enrichment for hits; any-hit rate near 7.5%.
